Screening data as filed in PubChem BioAssay.
CCR6 antagonist – blocks CCL20-driven beta-arrestin recruitment at human CCR6; inhibition, % at 20 µM; CHO-K1 CCR6 PathHunter beta-arrestin, luminescence, CCL20-stimulated; 0.49% of 340,000 active; P51684; AID 493098;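 active = compounds whose inhibition of the agonist-driven luminescence signal at 20 µM reaches about 50%, limit read from the data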;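 also: cells stimulated with CCL20 at 14 nM final; plate controls were DMSO with CCL20 for no effect and DMSO without agonist for full effect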
Target sequence (P51684 whole entry, looked up): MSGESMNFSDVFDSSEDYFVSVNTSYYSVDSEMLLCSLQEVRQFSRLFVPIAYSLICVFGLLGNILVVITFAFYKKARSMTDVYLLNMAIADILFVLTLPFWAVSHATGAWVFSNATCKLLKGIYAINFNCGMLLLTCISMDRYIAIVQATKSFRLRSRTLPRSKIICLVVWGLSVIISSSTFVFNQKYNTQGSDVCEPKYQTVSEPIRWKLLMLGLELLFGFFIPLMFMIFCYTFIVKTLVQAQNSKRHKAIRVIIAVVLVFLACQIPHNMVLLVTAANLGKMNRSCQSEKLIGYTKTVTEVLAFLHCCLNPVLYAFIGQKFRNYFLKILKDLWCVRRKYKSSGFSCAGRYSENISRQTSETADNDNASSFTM
Gli-Sufu block – Gli-Sufu pathway antagonism. Sufu-KO-LIGHT fibroblasts, Gli luciferase reporter luminescence. inhibition, % at 5 µM. 0.74% of 340,000 active. AID 588413;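 active = inhibition above about 55%, limit read from the data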;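 also: 0% = DMSO-treated cells and 100% = wells with medium but no cells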
MPTP inh – permeability transition pore inhibition; isolated mouse mitochondria, Ca2+ swelling absorbance, 30 min; inhibition, % at 10 µM; 1.4% of 360,000 active; AID 602449;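 active = inhibition of 50% or more, scaled per plate between neutral and stimulator controls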;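 also: 0% = DMSO wells given calcium and 100% = 1 mM EGTA wells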
CXCR6 inh – CXCR6 (human) receptor inhibition. 0.36% of 360,000 active. AID 602244. inhibition, % at 20 µM. CHO-K1 PathHunter CXCR6 beta-arrestin, luminescence; in the data active = inhibition above about 34%, passing the limit was not always enough;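 also: antagonist mode with CXCL16 agonist at 10 nM final; 0% = 10 nM CXCL16 with DMSO and 100% = unstimulated wells without agonist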
EBI2 block – blocks human EBI2 receptor beta-arrestin signaling; EBI2 beta-arrestin recruitment, luminescence, 7a,25-OHC stimulated; inhibition, % at 5 µM; 0.81% of 360,000 active; AID 651636; in the data active = inhibition above about 38%;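 also: enzyme fragment complementation signal reports receptor beta-arrestin coupling in cells; 0% = agonist plus DMSO wells and 100% = wells without agonist; some results beyond the cut were filed as inactive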
A3A deaminase – human APOBEC3A DNA deaminase inhibition; AID 493011; 0.41% of 330,000 active; inhibition, % at 20 µM; recombinant A3A, FAM/TAMRA ssDNA deamination fluorescence; P31941;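 active = at least 40% inhibition at 20 µM here, with at most 30% in a related deaminase screen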;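 also: plate controls were A3A with DMSO for no effect and wells lacking A3A enzyme for full effect; some results filed as inactive read as strong as hits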
Target sequence (P31941 whole entry, looked up): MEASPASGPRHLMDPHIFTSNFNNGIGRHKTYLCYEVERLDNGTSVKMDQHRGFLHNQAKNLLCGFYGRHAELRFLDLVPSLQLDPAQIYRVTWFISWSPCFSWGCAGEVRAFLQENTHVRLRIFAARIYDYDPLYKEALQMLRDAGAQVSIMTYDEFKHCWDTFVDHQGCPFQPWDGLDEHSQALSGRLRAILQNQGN
A3G deaminase – APOBEC3G (human) deaminase inhibition; Q9HC16; recombinant A3G, ssDNA deamination FAM/TAMRA fluorescence; inhibition, % at 20 µM; 0.28% of 330,000 active; AID 493012;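 active = inhibition of at least 40% at 20 µM, with no more than 30% in the related APOBEC3A deaminase screen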;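 also: plate controls were DMSO wells with A3G for no effect and wells lacking A3G enzyme for full effect; some compounds called inactive have numbers as strong as hits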
Target sequence (Q9HC16 whole entry, looked up): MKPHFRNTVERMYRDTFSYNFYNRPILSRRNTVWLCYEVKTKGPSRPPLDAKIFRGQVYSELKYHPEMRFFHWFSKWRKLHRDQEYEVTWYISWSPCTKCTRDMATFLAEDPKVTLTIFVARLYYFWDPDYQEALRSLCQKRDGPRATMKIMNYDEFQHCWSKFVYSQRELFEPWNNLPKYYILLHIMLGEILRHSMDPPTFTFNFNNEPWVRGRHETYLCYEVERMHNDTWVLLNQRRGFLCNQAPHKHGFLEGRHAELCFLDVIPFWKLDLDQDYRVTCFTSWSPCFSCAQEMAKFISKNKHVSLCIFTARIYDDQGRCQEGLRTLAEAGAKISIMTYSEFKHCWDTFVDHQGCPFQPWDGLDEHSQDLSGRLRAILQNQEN
GRIN3A LBD mod – NR3A (human) ligand-binding domain modulation. Tm shift relative to glycine control, % at 25 µM. NR3A LBD differential scanning fluorimetry, Tm shift; 0% = protein alone, 100% = glycine-bound protein. 2.5% of 340,000 active. AID 1259313;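 active = melting temperature shift of at least 10% of the positive control shift, at one fixed dose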
An asterisk follows results filed as active; x = not tested or not shown.

structure	CCR6 antagonist	Gli-Sufu block	MPTP inh	CXCR6 inh	EBI2 block	A3A deaminase	A3G deaminase	GRIN3A LBD mod
CCOc1cc(C(=O)Nc2cccc3ncccc23)cc(OCC)c1OCC	9	2	0.5	9	12	2	-5	0
CC(C)NC(=O)Cn1c(=O)cnc2ccccc21	7	-9	0.1	3	-2	-5	-6	0
CCc1cccc(CC)c1NC(=S)NCc1nc2ccccc2[nH]1	1	-8	-0.1	-4	6	0	11	-2
O=C(C1CCN(S(=O)(=O)N2CCCC2)CC1)N1CCCCC1	-2	4	-0.8	-3	1	-2	0	1
COc1ccc(CN2CCN(S(=O)(=O)c3ccc(C)cc3)CC2)cc1Br	7	19	1.7	-4	15	3	1	0
CCN1CCN(c2nc3c(C)cccn3c(=O)c2/C=C(\C#N)S(=O)(=O)c2ccccc2)CC1	19	-4	-2.3	13	1	-4	-4	0
Cn1c(-c2ccc3c(c2)OCO3)cnc1NCc1cccc(O)c1	23	4	0.8	2	-7	-2	-4	2
O=C(NCCC(=O)N1CCN(C(=O)c2ccco2)CC1)c1ccc(Br)cc1	5	-5	-0.5	-5	-7	1	4	2
CC(=O)CSc1nnc2c3ccccc3nc(C(C)(C)C)n12	13	4	1.2	-9	1	-1	4	-2
Cc1ccc(NC(=O)C(=O)NC2CCCCC2)cc1	-5	-71	-2.0	-8	1	-5	-8	0
CSc1nc(C)c(C(=O)C[n+]2ccccc2C)cc1C#N	12	9	0.2	3	-4	0	-3	0
O=C(c1ccco1)N1CCN(S(=O)(=O)c2ccc(S(=O)(=O)NC3CCCCC3)cc2)CC1	20	6	3.5	1	5	-2	-7	-14
CC1Cn2c(nnc2-c2cc3ccccc3cc2O)S1 (stereo not given)	0	7	0.1	-7	-3	-1	-5	3
O=C(Nc1c(C(=O)Nc2ccc3c(c2)OCCO3)cnn1-c1ccccc1Cl)c1ccco1	1	-4	-1.7	0	-3	-3	-2	2
CC(NC(=O)c1ccccc1)C(=O)OCC(=O)c1c(N)n(C)c(=O)n(C)c1=O (stereo not given)	0	-7	-0.9	0	3	3	-3	0

The last 2 entries of the section before open the next one:
structure	CCR6 antagonist	Gli-Sufu block	MPTP inh	CXCR6 inh	EBI2 block	A3A deaminase	A3G deaminase	GRIN3A LBD mod
O=C(Nc1c(C(=O)Nc2ccc3c(c2)OCCO3)cnn1-c1ccccc1Cl)c1ccco1	1	-4	-1.7	0	-3	-3	-2	2
CC(NC(=O)c1ccccc1)C(=O)OCC(=O)c1c(N)n(C)c(=O)n(C)c1=O (stereo not given)	0	-7	-0.9	0	3	3	-3	0
CN(C)c1cccc(N=C2C=C(N3CCOCC3)CC(C)(C)C2)c1	14	16	0.6	-2	-10	25	11	2
Nc1cc(OCC(F)(F)F)cc(OCC(F)(F)F)c1	0	-1	-0.6	-6	-2	-2	-13	-1
CCCOc1ccccc1C(=O)Nc1ccc(S(=O)(=O)N2CCN(C)CC2)cc1	-3	x	-1.3	-6	-1	-3	-7	-2
Fc1ccc(Cn2ccc(-c3cnc(-c4ccccc4)s3)n2)cc1	33	-54	-2.5	-3	20	-3	-5	-4
COC(=O)[C@@]12CCCCN1[C@H](c1ccc(-c3cc(C(C)=O)cs3)cc1)[C@H]1C(=O)N(C)C(=O)[C@H]12	3	13	-1.7	2	1	-1	0	0
Cc1cc(C)n2nc3nc4c(cc3c2n1)CCCC4	4	-5	0.1	-1	-8	-4	-3	-1
CCc1ccc2c(CN(C)Cc3ccc(OC(F)F)c(OC)c3)cc(=O)oc2c1	20	27	1.5	8	8	3	-4	3
COc1ccc(OC)c(C(c2nnnn2Cc2ccccc2)N2CCC(C(N)=O)CC2)c1 (stereo not given)	-2	-4	-0.5	-6	-3	-1	-1	-3
Cc1ccc2[nH]c(=O)c(CN(Cc3ccccc3)C(=S)NCCCN(C)C)cc2c1	16	18	-1.4	-2	0	0	-4	-1
O=S1(=O)CCOC[C@H](c2ccccc2)N1Cc1cccc(F)c1	1	-8	-0.5	-6	-14	-1	-7	-1
O=C(O)c1ccc(Cl)cc1Nc1nc2cc(Cl)ccc2o1	-8	-4	5.6	4	8	x	x	14*
COc1ccc(-n2c(=S)[nH]c3cc(C(=O)N4CCN(c5ccccc5)CC4)ccc3c2=O)c(OC)c1	25	13	-1.2	13	7	0	21	-3
O=C(Cn1c(-c2ccccc2Cl)nc2ccccc21)Nc1cccc(Cl)c1	-5	0	3.0	2	-11	0	-5	0
O=C(CCN1C(=O)c2ccccc2C1=O)Nc1cccc(S(=O)(=O)N2CCCCC2)c1	5	8	2.8	6	0	2	-5	1
COc1ccccc1NC(=O)c1ccc(COc2ccccc2Br)o1	9	5	0.3	-9	-2	-1	-7	-27
COc1ccc(NC(=O)c2ccc(NCCCN3CCOCC3)c([N+](=O)[O-])c2)cc1	30	10	-2.5	15	8	3	1	14*
O=C(NCC1CCCO1)c1ccc2c(c1)S(=O)(=O)c1ccccc1C2=O (stereo not given)	-4	-5	-0.4	-1	-11	11	-8	1
COc1ccc(C(=O)c2c3ccc(C(F)(F)F)cc3[n+]([O-])n2CCCN)cc1	4	-1	12	6	-20	-7	-10	2
CCC(CO)NCc1sccc1C (stereo not given)	3	0	-1.3	1	-6	-2	-9	1
Cc1csc2nc(CNS(=O)(=O)c3cccnc3)cn12	0	-10	-2.0	-10	-2	-2	-5	0
O=c1[nH]c(C2CC2)nc2sc3c(c12)CCCC3	-5	-8	-0.4	-2	-1	-2	-4	1
Nn1c(SCC(=O)NCCc2ccc(F)cc2)nnc1C1CCCCC1	-3	-7	0.3	-10	-20	3	-8	1
O=C(COc1ccc(S(=O)(=O)Nc2ccc(Cl)cc2)cc1)N1CCOCC1	0	10	0.4	0	-1	3	-5	2
CCn1c(SCC(=O)OCc2ccccc2)nnc1-c1ccco1	5	3	-1.0	-8	-3	2	6	0
Cc1ccc(NC(=O)CCOc2ccccc2C)cc1F	5	-8	0.9	-8	10	0	-1	-6
COc1ccccc1N1CCN(CCCCN2C(=O)C3CCCN3C2=O)CC1 (stereo not given)	11	-5	2.7	-3	0	x	x	0
Cc1oc(-c2cccc(Cl)c2)nc1CS(=O)(=O)CC(=O)NCCN1CCCC1	10	10	29	0	-6	-5	-9	1
N#CCCN(C(=O)COC(=O)CCc1nc2ccccc2c(=O)[nH]1)c1ccc(F)cc1	3	-3	0.4	6	1	2	-2	-2
Cc1ccc(C(=O)CSc2ccc(-c3ccccc3)nn2)cc1	6	-10	-1.1	-12	-4	-3	74*	6
Cc1cc(OCC(=O)N(C)C)c2c(-c3ccccc3)cc(=O)oc2c1	6	8	-0.8	-4	-1	-3	-4	0
COC(=O)c1sccc1NC(=O)CC1C(=O)NCCN1C(=O)Nc1cc(Cl)ccc1OC (stereo not given)	9	3	-0.8	-1	-5	0	-6	-3
Cc1ccc(-n2nnc3c(=O)n(Cc4ccccn4)cnc32)cc1C	14	-7	-0.6	11	-7	3	-3	-2
Cc1ccc2c(c1)-c1cc(C)nn1C(c1ccc3c(c1)OCO3)N2 (stereo not given)	-19	-9	0.7	-3	8	0	-6	-7
CCCCNc1ccc(C(=O)Nc2cccc(C)n2)cc1[N+](=O)[O-]	5	-54	-0.6	1	14	-7	-6	2
Cc1ccc(NC(=O)c2cc([N+](=O)[O-])ccc2NCc2cccnc2)cc1Cl	5	13	11	4	35	-1	-5	-4
CC1=NN(c2ccc(C(=O)OC(C)C)cc2)C(=O)/C1=C\C=C\c1ccco1	-8	-5	7.1	13	3	-3	-12	-3
O=C(Nc1c(F)cc(F)cc1Br)c1cc(S(=O)(=O)N2CCN(c3ccccn3)CC2)ccc1F	9	15	-1.1	-7	11	0	-4	0
CC1CCc2nc(N)c(C#N)c(-c3cccn3C)c2C1 (stereo not given)	32	3	-1.6	0	9	-5	-6	1
COc1ccc(OCCCC(=O)OC(C)C(=O)Nc2cccc(C(C)=O)c2)cc1 (stereo not given)	-3	4	1.0	-3	10	1	2	5
CCOC(=O)[C@@H](CCc1ccccc1)N[C@H](C)C(=O)N1[C@H](C(=O)O)C[C@@H]2CCC[C@@H]21	7	-14	-0.1	-1	-4	3	0	-1
O=C(NC1CCCC1)C(c1ccccn1)N(C(=O)c1csnn1)c1ccccc1 (stereo not given)	10	-7	-0.2	3	-5	0	-4	-2
CCN(CC)S(=O)(=O)c1cccc(-c2nnc(SCCOc3ccccc3C)o2)c1	18	13	1.9	0	50*	0	-2	3
Cc1ccsc1C=Nc1ccc(O)cc1	8	-6	0.2	-6	45*	2	10	-1
NC(=O)C[C@H]1NC(=O)[C@H](CCC(=O)O)NC(=O)c2cc([N+](=O)[O-])cc(I)c2NCCC[C@@H](C(N)=O)NC1=O	-1	-11	-2.1	0	-19	5	-8	-10
Cc1cc(C(=O)NC(C)C2CCCO2)c(C)o1 (stereo not given)	13	-7	0.2	0	-12	-6	-4	5
COc1cc(C(=O)Nc2cc(Cl)ccc2-n2cncn2)ccc1OC(F)F	11	10	-0.2	-3	5	36	10	-1
CN(C(=O)CSc1nnnn1C)C1(C#N)CCCCC1	-13	3	-0.9	0	10	1	1	2
CCN(CC)CCNC(=O)Cn1cnc2sc(C)c(S(=O)(=O)N3CCN(c4ncccn4)CC3)c2c1=O	2	-4	-1.9	0	-1	0	-5	2
Cc1ccc(NC(=O)CN(C)C(=O)C(C)OC(=O)CNC(=O)c2ccc(Cl)c([N+](=O)[O-])c2)cc1 (stereo not given)	14	-4	-0.5	9	-4	-1	-7	1
CC(C)c1ccc2nc3sc(C(=O)N4CCc5ccccc5C4)c(N)c3cc2c1	10	-16	2.1	12	-9	-2	0	-13
Cc1ccc(Cl)c(OCC(=O)Nc2ccccc2C(=O)NC2CC2)c1	9	33	0.2	0	-3	0	-2	-29
O=C(O)c1ccc(N2CCCCC2)cc1O	-1	-24	-0.8	-2	3	-1	-3	0
O=C(Nc1ccc(OC(F)(F)F)cc1)c1ccc2nc[nH]c2c1	4	-7	0.1	-9	-5	3	-8	3
Cc1[nH]nc2c1C(c1ccc(Cl)cc1)C(C#N)=C(N)O2 (stereo not given)	13	8	2.8	6	14	-3	-3	-2
O=C(C[C@H]1C/C=C\CC[C@H](Cc2ccc(F)cc2)C(=O)OC[C@@H]2CCCN2C1=O)N[C@H](CO)Cc1ccccc1	4	-1	-0.4	-6	2	2	-3	-1
C#CCOCCOCCOCCNc1nc(N2CCN(C(=O)[C@H](CCCCN)n3cc(CCC(=O)O)nn3)CC2)nc(N2CCN(C(=O)[C@H](Cc3ccc(O)cc3)n3cc(CCO)nn3)CC2)n1	5	-18	-0.8	-2	-6	x	x	-1
CN(C(=O)COC(=O)c1ccc(Cl)s1)C1(C#N)CCCCC1	13	-5	1.0	7	6	-3	-7	-1
CC(C)CCn1nnnc1CN1CCN(C(c2ccccc2)c2ccccc2)CC1	13	11	-1.4	1	33	1	-5	1
CCCOc1ccc(CC(=O)NCc2ccco2)cc1OC	11	-3	-0.2	-5	-2	0	-4	0
NC(=O)N=Nc1c2[nH]c3ccccc3nc-2c2ccccc12	2	-15	1.8	1	-41	5	4	0

The list continues:
structure	CCR6 antagonist	Gli-Sufu block	MPTP inh	CXCR6 inh	EBI2 block	A3A deaminase	A3G deaminase	GRIN3A LBD mod
CC(C)Nc1nc(NC(C)C)nc(SCCOC(=O)Nc2ccc(Cl)cc2Cl)n1	16	0	2.8	6	12	3	5	9
C=CCC[C@@H](Cc1ccc(F)cc1)C(=O)OC[C@@H](C)NC(=O)[C@H](CC=C)CC(=O)N(CCO)Cc1ccccc1	24	-16	1.4	6	10	-1	10	1
CC(=O)Nc1ccc(C(=O)N2CCCc3ccccc32)cc1	10	20	-0.1	2	-9	-3	-6	1
CCC(=O)Nc1nc(C)c(Oc2ccccc2)c(=O)[nH]1	-9	-2	-1.4	-4	0	4	-4	1
